# From PubChem
# IDE inh: inhibitors of human insulin-degrading enzyme in cells. HEK cells, FAbetaB cleavage, fluorescence polarization. inhibition, % at 5.59 µM. AID 434962. 0.41% of 320,000 active;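 active = percent inhibition above the average of all tested compounds plus 3 SD, set per screening campaign, cut at about 16% in these data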;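 also: IDE supplied by intact live HEK cells; FP after avidin binding of uncleaved biotin substrate so inhibition keeps polarization high; 0% = DMSO wells and 100% = 60 µM reference IDE inhibitor Ii1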
# Target sequence (P14735 whole entry, looked up): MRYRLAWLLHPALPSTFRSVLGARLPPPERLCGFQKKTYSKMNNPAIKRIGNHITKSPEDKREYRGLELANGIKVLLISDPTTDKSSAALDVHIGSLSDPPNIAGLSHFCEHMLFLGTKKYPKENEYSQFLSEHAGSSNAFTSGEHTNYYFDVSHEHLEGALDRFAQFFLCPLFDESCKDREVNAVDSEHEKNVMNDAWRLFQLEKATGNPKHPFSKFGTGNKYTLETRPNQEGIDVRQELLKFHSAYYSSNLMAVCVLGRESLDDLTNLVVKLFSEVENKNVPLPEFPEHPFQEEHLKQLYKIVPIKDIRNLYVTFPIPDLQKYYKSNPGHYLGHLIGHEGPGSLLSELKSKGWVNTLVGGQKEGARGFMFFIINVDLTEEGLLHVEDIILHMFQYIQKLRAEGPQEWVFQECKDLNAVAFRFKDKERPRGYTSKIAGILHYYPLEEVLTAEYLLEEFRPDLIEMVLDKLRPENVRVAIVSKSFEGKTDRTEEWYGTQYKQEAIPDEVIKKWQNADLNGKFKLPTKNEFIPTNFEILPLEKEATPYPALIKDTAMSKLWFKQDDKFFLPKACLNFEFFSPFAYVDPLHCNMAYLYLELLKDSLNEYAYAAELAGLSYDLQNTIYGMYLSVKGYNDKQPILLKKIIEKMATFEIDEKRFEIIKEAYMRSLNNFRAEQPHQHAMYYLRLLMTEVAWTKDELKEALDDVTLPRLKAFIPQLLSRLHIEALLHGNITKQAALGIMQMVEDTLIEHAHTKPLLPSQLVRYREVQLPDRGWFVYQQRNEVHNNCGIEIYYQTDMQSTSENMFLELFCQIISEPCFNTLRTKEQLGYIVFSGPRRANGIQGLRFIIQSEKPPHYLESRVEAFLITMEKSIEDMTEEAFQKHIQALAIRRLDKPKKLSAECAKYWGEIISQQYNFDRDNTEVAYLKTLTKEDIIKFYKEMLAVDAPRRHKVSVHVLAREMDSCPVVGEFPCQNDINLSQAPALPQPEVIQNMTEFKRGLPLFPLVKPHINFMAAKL
# HCV NS3 hel inh: inhibitors of Hepatitis C virus NS3 helicase. 0.56% of 290,000 active. NS3 helicase DNA unwinding, Cy5 molecular beacon fluorescence. inhibition, % at 10.9 µM. AID 1800;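 active = inhibition above the mean of all tested compounds plus 3 SD, set per campaign, cut at about 35% in these data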;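 also: 0% = DMSO wells and 100% = thioflavine S control wells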
#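 Material: hepatitis C virus NS3 helicase domain fragment enzyme; measured by: Cy5 fluorescence, 0 and 60 min reads; control set: DMSO and thioflavine S; incubation: 60 min unwinding reaction at 25 °C after ATP addition; read-out basis: % inhibition from 60/0 min fluorescence ratio, DMSO 0%, thioflavine S 100%; repeats: singlicate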
# IDE act: boosts human insulin-degrading enzyme activity in HEK cells. P14735. 0.073% of 340,000 active. activation, % at 5.96 µM. FAbeta-B cleavage, fluorescence polarization; 0% vehicle, 100% cell-free pure enzyme wells. AID 493087;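 active = activation above the mean of all tested compounds plus 3 SD, set per screening campaign, cut at about 17% in these data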
# SUMO HTRF inh: inhibitors of human SUMOylation (UBC9). AID 2006. 0.36% of 290,000 active. inhibition, % at 35 µM. HTRF SUMOylation assay, SAE1/SAE2 + UBC9, in vitro. P63279; in the data active = inhibition above about 50%, passing the limit was not always enough; also: strong numbers were not always called active
# FID counter: fluorescent intercalator displacement, NS3 helicase counter-screen; inhibition, % at 7.9 µM; 0.17% of 290,000 active; DNA fluorescent intercalator displacement, fluorescence; AID 1845; in the data active = inhibition above about 37%;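 also: 0% = vehicle and 100% = reference compound; higher means more ethidium bromide displaced from hairpin DNA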
# IMP-1 inh: inhibitors of Pseudomonas aeruginosa IMP-1 metallo-beta-lactamase; purified IMP-1, nitrocefin hydrolysis, epi-absorbance fluorescence; 0.45% of 290,000 active; inhibition, % at 5.6 µM; AID 1556;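 active = inhibition above the mean plus 3 SD of all compounds in the same screening run, cut at about 4.5% in these data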;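 also: 0% = IMP-1 with DMSO and 100% = DMSO wells lacking enzyme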
#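 System – purified recombinant IMP-1 beta-lactamase · Input – IMP-1 dispensed at 0.2 nM · Timing – 15 min preincubation plus 25 min reaction at 25 °C · Signal – Epi-absorbance fluorescence, 480 nm excitation, 530 nm emission · Measure – percent IMP-1 inhibition derived from blank-referenced optical density · Controls – Enzyme-plus-DMSO low control, enzyme-free DMSO high control · Replication – singlicate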
# VIM-2 inh: blocks Pseudomonas aeruginosa VIM-2 metallo-beta-lactamase | 0.89% of 290,000 active | AID 1527 | purified VIM-2, nitrocefin hydrolysis, epi-absorbance fluorescence | inhibition, % at 5.6 µM;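 active = inhibition above the mean of all tested compounds plus 3 SD, cutoff set per screening run, cut at about 7.5% in these data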;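 also: red hydrolysis product quenches plate fluorescence so inhibitors raise well fluorescence; 0% = enzyme with DMSO and 100% = DMSO without enzyme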
# pCIP destab: lowers stability of the mouse p/CIP coactivator protein | Q05BA5 | F442A p/CIP-EGFP cells, EGFP fluorescence, 16 h | decrease of EGFP signal, % at 10 µM | 0.01% of 290,000 active | AID 1984;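 active = EGFP signal decrease of at least 30% at 10 µM or well 3 SD below plate mean, unless failing retest; inactive = the rest, including hits failing retest or dose response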; also: some compounds called inactive have numbers as strong as hits; many of its hits are not listed in these tables
# M18AAP inhibitor: blocks P. falciparum M18 aspartyl aminopeptidase; recombinant PfM18AAP, H-Glu-NHMec fluorogenic cleavage; inhibition, % at 7.35 µM; 1.2% of 290,000 active; AID 1822;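 active = inhibition above the campaign mean inhibition over all tested compounds plus 3 SD, cut at about 28% in these data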;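 also: 0% = plate median of test compound wells and 100% = 2 mM ZnCl2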
# An asterisk follows results filed as active; . = no result given.
SMILES,IDE inh,HCV NS3 hel inh,IDE act,SUMO HTRF inh,FID counter,IMP-1 inh,VIM-2 inh,pCIP destab,M18AAP inhibitor
O=C(Nc1cccc(Cl)c1)C1CCCN(S(=O)(=O)c2cnc[nH]2)C1 (stereo unspecified),3,-2,7,7,-2,-2.2,-2.2,-10,-6
O=C(COc1ccccc1)Nc1nnc(COc2ccccc2)s1,.,2,5,0,-15,-2.0,-1.1,-9,-2
Cc1sc2ncnc(N/N=C/c3ccccc3O)c2c1C,-10,3,5,-67,-7,-1.7,1.3,10,-5
Nc1ccc(S(=O)(=O)NC2(C(F)(F)F)NC(=O)N(c3ccccc3Cl)C2=O)cc1 (stereo unspecified),-2,8,3,4,-6,-4.1,-0.5,0,-6
O=C(c1cccc(S(=O)(=O)N2CCCC2)c1)N1CCCc2ccccc21,2,2,1,7,-18,-1.3,-1.9,1,-1
CSc1nnnn1CCn1nnnc1SC,2,7,-2,13,-1,-1.3,-1.6,-15,-1
C[C@H](NC(=O)N1CCn2c1nc1ccccc12)C(=O)NCc1ccccc1,4,3,0,4,-26,-1.6,-3.0,5,2
COc1ccc(C)cc1C(=O)C1CC(C(=O)O)C(C)(C)C1C (stereo unspecified),7,-1,0,3,-4,-1.9,-0.7,1,-14
COc1ccccc1N1CCN(CCc2n[nH]c(=S)n2-c2ccccc2)CC1,-8,0,0,-11,-5,-2.6,-2.9,8,9
CC(C)Oc1ccc(-c2nc(NCC3CCCO3)c3ccccc3n2)cc1 (stereo unspecified),-6,-51,-1,16,10,-2.0,-0.8,-23,-11
CC(C)COC(=O)Nc1ccc(C(=O)O)cc1,-1,2,-4,24,-2,-2.5,-3.5,-14,4
COc1ccc(S(=O)(=O)N2CCC(n3cnc4cc(C(F)(F)F)ccc43)CC2)cc1,9,-14,-4,-16,-19,-1.0,-0.4,-7,-8
Cc1cc(-n2c(C)cc(C(=O)CN3C(=O)NC4(CCCCC4C)C3=O)c2C)no1 (stereo unspecified),-3,-1,1,3,-22,-4.8,-1.7,-2,-4
Cc1ccccc1C(=O)NC=C1C(=O)OC(C)(C)OC1=O,-1,16,0,9,0,-1.8,-3.1,1,8
COc1cccc(-c2nc(CS(=O)CC(=O)NCCCOC(C)C)c(C)o2)c1 (stereo unspecified),0,5,0,-6,-33,-5.3,-4.2,-9,-2
COc1ccc(CCNC(=O)CN2C(=O)NC(CCSC)C2=O)cc1 (stereo unspecified),-6,-2,4,11,-5,-3.1,-2.4,-3,-5
COc1ccc(OC)c(S(=O)(=O)N2CCN(CC(O)COc3ccccc3)CC2)c1 (stereo unspecified),1,1,4,-1,-17,-0.1,-0.5,3,-5
O=C(NC1(C(F)(F)F)NC(=O)N(C2CCCCC2)C1=O)c1ccco1 (stereo unspecified),2,0,1,-4,-1,-3.2,-3.0,-9,-14
CCCS(=O)(=O)N1CCCC(C(=O)NCCc2ccc(OC)c(OC)c2)C1 (stereo unspecified),2,-4,1,7,-11,-2.3,-3.4,-9,2
CC1OC23CCCCC2C(C#N)(C(=N)O3)C1(C#N)C#N (stereo unspecified),3,4,3,20,-6,-1.1,-1.0,-13,6
COc1ccc(N2CCN(C(=O)Cn3cnc4c(cnn4-c4ccccc4)c3=O)CC2)cc1,-2,1,1,-7,3,-2.6,4.3,2,-9
O=S(=O)(c1ccccc1)N(Cc1ccccn1)Cc1ccccn1,3,0,3,5,-10,-3.2,-3.1,-11,0
COc1cc(/C=N/NC(=O)c2nonc2C)ccc1O,1,0,1,-7,-1,-1.8,-2.8,-6,6
Cn1c(CCNC(=O)c2cc(COc3ccc(F)c(F)c3)on2)nc2ccccc21,2,-5,1,-3,-20,-3.8,-1.3,-22,6
Cc1cc(C)cc(-c2nnc(SCC(=O)NCc3cccs3)o2)c1,-5,-9,3,-5,-19,-2.1,-0.7,-2,-13
# Next entries.
SMILES,IDE inh,HCV NS3 hel inh,IDE act,SUMO HTRF inh,FID counter,IMP-1 inh,VIM-2 inh,pCIP destab,M18AAP inhibitor
CCn1nc(C)cc1C(=O)Sc1ccc(C)cc1,-5,-5,-5,1,-8,-2.7,-2.0,-9,-9
CCCCCCCNC1=CC(=O)CC(c2ccccc2)C1 (stereo unspecified),2,-2,0,-2,-22,-1.2,-1.8,2,3
COc1cccc(NC(=O)COC(=O)/C=C/c2ccc(Cl)cc2Cl)c1,1,-4,4,11,-7,-2.4,-1.1,-16,2
CCCCOc1ccc(NC(=O)CN2CCN(C(=O)OCC)CC2)cc1,10,-7,-6,33,-9,-4.2,-4.8,1,-1
FC(F)Oc1ccc(NC(=S)Nc2ccc3cn[nH]c3c2)cc1,8,-13,6,11,1,-1.5,-3.8,-8,-1
O=C1c2ccccc2C(=O)N1CCCn1ccnc1,-4,10,6,14,1,-0.3,1.4,-2,-11
Cc1onc(-c2c(Cl)cccc2Cl)c1C(=O)N(C)Cc1ccccc1,0,-9,1,24,-36,-5.2,-1.9,-2,-11
O=C(O)c1ccccc1C(=O)OCc1ccccc1,1,1,4,16,1,-1.9,-3.0,-15,-1
CC(C)COc1cccc(-c2cc(C(=O)N/N=C/c3ccncc3)c3ccccc3n2)c1,.,-11,-2,6,-21,0.2,-1.6,-11,-9
CC(=O)Nc1ccc(S(=O)(=O)Oc2cccc(N3C(=O)C4CCCCC4C3=O)c2)cc1 (stereo unspecified),-11,-2,-5,-27,-10,-4.6,-0.5,-1,-4
Cc1ccc(-c2cc(Cc3cccs3)c(=O)[nH]n2)cc1,0,-1,3,14,-22,-2.2,0.9,-4,-8
COc1ccc(N2C(=O)CC(Cc3ccccc3)C2=O)cc1 (stereo unspecified),6,3,5,12,-7,-2.5,-2.0,-21,0
O=C1N=C(N2CCN(c3ccccc3)CC2)S/C1=C/c1ccco1,10,16,-4,25,-29,-1.7,-3.4,1,8
Cn1c(SCC(=O)OCc2ccccc2)nnc1-c1ccco1,12,-1,-6,14,-5,-0.6,-0.3,3,-1
COC(=O)c1ccc(C2/C(=C(/O)c3ccc4c(c3)CC(C)O4)C(=O)C(=O)N2Cc2ccncc2)cc1 (stereo unspecified),-1,12,-7,2,-61,-2.7,0.9,0,5
COc1ccccc1CCNC(=O)c1cc(-c2ccccn2)nc2ccc(Br)cc12,-1,9,.,-8,-8,-2.4,-4.4,4,-5
O=C1C2CCCN2C(=S)N1Cc1ccccc1 (stereo unspecified),4,8,5,1,0,-0.1,-3.5,-15,-1
O=C(O)C(=O)Nc1ccc(NC(=O)C(c2ccccc2)c2ccccc2)cc1,.,19,5,8,-34,-0.3,1.2,-3,-12
O=C(Nc1ccccc1Br)c1cc[n+]([O-])cc1,-3,6,6,-12,0,-2.0,0.2,-8,-6
CCn1c(COc2ccccc2)nnc1SCC(=O)Nc1cc(OC)ccc1OC,4,-15,-2,0,-37,2.1,-1.7,-10,-2
CC(=O)N1CCN(C(=O)CCc2c[nH]c3ccccc23)CC1,1,3,0,7,-2,-0.6,-0.9,4,5
CC(C)(C)OC(=O)N1CCOCCOCCN(C(=O)OC(C)(C)C)CCOCC1,6,-2,6,11,-23,-1.9,-4.4,2,1
O=C(NCc1ccccn1)c1ccc(Cl)cc1Cl,-4,-2,4,-3,-2,-2.1,0.7,2,2
Cc1cccc(C)c1NC(=O)C(=O)NCCCN1CCOCC1,14,4,5,-6,5,-3.9,-1.6,-5,-3
CN(C)S(=O)(=O)c1cc(NC(=O)CN2CCc3ccccc32)ccc1Cl,2,0,6,-19,9,-2.7,-3.5,-14,6

# Not a retest: entries from further up.
SMILES,IDE inh,HCV NS3 hel inh,IDE act,SUMO HTRF inh,FID counter,IMP-1 inh,VIM-2 inh,pCIP destab,M18AAP inhibitor
Cc1ccc(-c2cc(Cc3cccs3)c(=O)[nH]n2)cc1,0,-1,3,14,-22,-2.2,0.9,-4,-8
COc1ccc(N2C(=O)CC(Cc3ccccc3)C2=O)cc1 (stereo unspecified),6,3,5,12,-7,-2.5,-2.0,-21,0
O=C1N=C(N2CCN(c3ccccc3)CC2)S/C1=C/c1ccco1,10,16,-4,25,-29,-1.7,-3.4,1,8

# Carrying on.
SMILES,IDE inh,HCV NS3 hel inh,IDE act,SUMO HTRF inh,FID counter,IMP-1 inh,VIM-2 inh,pCIP destab,M18AAP inhibitor
NC(N)=Nc1nc2cc([N+](=O)[O-])ccc2o1,3,2,3,17,2,-2.1,-1.6,-1,4
CCN1/C(=C/C(=S)Nc2ccccc2)Sc2ccccc21,8,27,0,-2,-8,-0.7,1.4,3,46*
COc1ccc(/C=N/n2c(-c3n[nH]c4c3CCC4)n[nH]c2=S)c(OC)c1OC,-5,0,0,14,-9,-3.2,-4.7,-1,11
Cc1cc(Br)ccc1NC(=S)N1CCOCC1,-2,-20,5,4,-3,-1.9,-1.7,-1,1
Cc1cc(NC(=O)c2cnn3cccnc23)n(-c2ccccc2)n1,-5,0,2,12,-11,3.3,5.1,-10,3
CN1C(=O)c2c(sc3c2CCCC3)NC1c1ccccc1O (stereo unspecified),-1,20,.,9,-8,-1.8,-3.4,0,34*
CSc1ccc(C2N=C(c3ccccc3)NO2)cc1 (stereo unspecified),0,-1,-5,19,-10,-1.0,-0.7,-7,20
CC1CCCCC1NC(=O)Cn1c(=O)oc2cc(S(=O)(=O)N3CCCC3)ccc21 (stereo unspecified),1,-5,6,2,-25,-3.7,-2.3,11,5
S=C(NCCSCc1ccccc1Cl)Nc1ccccc1,0,-8,2,-19,-5,-0.8,-1.6,-3,3
CCCNC(=O)c1cccc(Cn2cc(Br)c([N+](=O)[O-])n2)c1,-4,-10,-2,-7,-3,-1.1,-0.6,-3,-4
O=C(NCCc1ccccc1)C(c1ccccc1)N(C(=O)c1csnn1)C1CC1 (stereo unspecified),7,-1,-2,-5,-18,-3.2,-5.4,-20,7
CCOc1cc(C(=O)OCC(=O)Nc2cc(C)on2)cc(OCC)c1OCC,2,9,-1,13,-5,2.7,1.3,-7,-3
Cc1cccc(CN2CCN(C(C)C(=O)NC(C)c3ccccc3)CC2)c1 (stereo unspecified),-7,-15,2,21,4,-0.1,-0.8,-5,3
COC(=O)c1ccccc1NC(=O)c1cnn2c(C(F)F)cc(C3CC3)nc12,4,5,4,-12,-6,-1.4,3.0,9,-4
CCOC(=O)c1nnn(-c2nonc2-n2cccc2)c1CN1CCC(C)CC1,-2,-4,0,-26,-15,0.2,-1.8,0,1
Cc1cc(N/N=C2\CC(C)CC(C)(C)C2)nc2ccccc12 (stereo unspecified),1,-41,1,-6,-7,-3.5,-1.4,-12,4
COc1cccc(NC(=S)N2CCc3cc(OC)c(OC)cc3C2)c1,3,3,-5,7,-14,-3.1,-1.4,-2,2
COC(=O)Cc1ccc(NC(=S)NCCSc2ccc(C)cc2)cc1,-1,-5,7,1,-8,-2.5,-4.6,-9,-2
CCn1c(O)c(/C=C/C=C/C=Nc2ccccc2)sc1=S,-3,14,2,1,-5,-4.1,-6.5,-15,14
CCN(CC)C(NC(=O)Cc1ccccc1)C(Cl)(Cl)Cl (stereo unspecified),-3,8,1,-16,-3,-4.3,-1.2,3,3
CCOC(=O)c1[nH]c(=O)[nH]c1COC(=O)c1cc2ccccc2o1,-2,-1,-4,1,-1,-2.5,-2.2,-14,-1
